POLK inh: inhibitors of human DNA polymerase kappa; Potency, µM (top dose mostly 107 µM), without a hit: at the top dose activity, negative = inhibition, usual class: inhibitors; AID 588579; 400,000 compounds, 0.53% hits; purified Pol kappa, fluorescent DNA synthesis assay, 10 min; Q9UBT6; also: % is scaled to controls: 0 for no effect and ±100 for the full control effect
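Kinetic fluorescence screen: compound preincubated 15 min RT with 10 nM enzyme; 50 nM substrate (final) initiates; reads at 0/10 min.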
Pol beta inh: blocks human DNA polymerase beta activity; AID 485314; Potency, µM (doses to about 114 µM), without a hit: at the top dose activity change, negative = inhibition, usual class: inhibitors; 340,000 compounds, 1.3% hits; P06746; Pol beta primer extension/strand displacement, fluorescence kinetic; also: % is scaled to controls: 0 for no effect and ±100 for the full control effect
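Pol beta (10 nM) was preincubated with compound for 15 min at room temperature. The reaction was then started with 50 nM substrate and read immediately and after a further 10 min at room temperature.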
APEX1 inh: blocks human APE1 abasic DNA cleavage; 350,000 compounds, 0.35% hits; Potency, µM (series often up to 65.8 µM), without a hit: top-dose activity change, negative = inhibition, most hits filed as inhibitors; recombinant APE1, TAMRA/BHQ-2 abasic DNA cleavage fluorescence;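 also: plate controls were vehicle for no effect and reference inhibitor for full effect; nearly all actives have a fitted effect of over 55% in size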
Target sequence (P27695 whole entry, looked up): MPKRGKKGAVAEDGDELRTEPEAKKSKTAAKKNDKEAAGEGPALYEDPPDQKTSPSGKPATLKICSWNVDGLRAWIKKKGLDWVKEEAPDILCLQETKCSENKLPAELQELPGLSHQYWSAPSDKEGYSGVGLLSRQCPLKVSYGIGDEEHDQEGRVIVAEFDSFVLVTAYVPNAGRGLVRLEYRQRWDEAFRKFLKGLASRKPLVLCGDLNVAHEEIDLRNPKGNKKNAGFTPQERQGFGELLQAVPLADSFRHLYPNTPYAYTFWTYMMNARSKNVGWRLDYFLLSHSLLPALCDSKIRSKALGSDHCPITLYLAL
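Measures dequenching upon AP-site incision of a 5'-TAMRA/3'-BHQ-2 THF-containing duplex, 50 nM; human APE1 0.75 nM after 15 min room-temperature exposure to compound; kinetic three-point read at one-minute spacing.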
BAZ2B block: BAZ2B (human) inhibition | 360,000 compounds, 4.4% hits | Q9UIF8 | Potency, µM (doses to about 114 µM), for inactives: at the highest dose activity change, negative = inhibition, most hits filed as inhibitors | AlphaScreen BAZ2B-H3K14Ac peptide displacement; also: % is scaled to controls: 0 for no effect and ±100 for the full control effect; nearly all actives have a fitted effect of over 60% in size
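BAZ2B (50 nM) with biotin-H3(5-23)K14Ac peptide (50 nM) in PBS pH 7.4, 0.01% Tween-20, preformed 30 min, then compound 30 min at room temperature; top concentration 110uM. AlphaScreen streptavidin donor/nickel chelate acceptor beads (10 ug/mL final), 20 min dark, signal read.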
JMJD2A Tudor: blocks the human JMJD2A Tudor domain. 390,000 compounds, 4.4% hits. O75164. Potency, µM (doses to about 114 µM), inactives show top-dose activity change, negative = inhibition, most hits filed as inhibitors. AID 504339. AlphaScreen JMJD2A-Tudor / H3K4me3 peptide binding; also: % is scaled to controls: 0 for no effect and ±100 for the full control effect; nearly all actives have a fitted effect of over 50% in size
G9a block: G9a (human) methyltransferase inhibition | Q96KQ7 | Potency, µM (top dose mostly 102 µM), for inactives: at the top dose activity, negative = inhibition, actives largely listed as inhibitors | G9a H3K9 monomethylation, AlphaScreen, 2 h | 350,000 compounds, 8.8% hits | AID 504332; also: % is scaled to controls: 0 for no effect and ±100 for the full control effect; nearly all actives have a fitted effect of over 75% in size
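Step 1: enzyme (final 20 nM) with compound, 15 min RT. Step 2: substrate peptide 500 nM and SAM 20 uM, 2 h RT. Step 3: anti-H3K9me1 antibody and AlphaScreen beads, 10 min, then plate read.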
Pol eta inh: inhibitors of human DNA polymerase eta. 390,000 compounds, 1.2% hits. Q9Y253. AID 588591. Potency, µM (doses to about 114 µM), inactives show at the top dose activity change, negative = inhibition, usual class: inhibitors. recombinant Pol eta, fluorescent DNA replication assay; also: % is scaled to controls: 0 for no effect and ±100 for the full control effect
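Pol eta (10 nM) was preincubated with compounds for 15 min at room temperature, after which fluorescent replication substrate (50 nM final) was added to start the reaction. Fluorescence was read kinetically at 0 and 10 min.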
BLM inh: blocks DNA unwinding by human BLM helicase | 350,000 compounds, 0.2% hits | recombinant BLM DNA unwinding, fluorescence dequenching | Potency, µM (doses to about 56.1 µM), for the others: at the top dose activity change, negative = inhibition, actives largely listed as inhibitors | P54132;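 also: plate controls were vehicle for no effect and no enzyme for full effect; nearly all actives have a fitted effect of over 35% in size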
Pol iota inh: inhibitors of human DNA polymerase iota; Q9UNA4; 390,000 compounds, 1% hits; Pol iota fluorescent replication assay, 10 min; AID 588590; Potency, µM (highest dose often 115 µM), without a hit: at the highest dose activity, negative = inhibition, actives largely listed as inhibitors
Target sequence (Q9UNA4 whole entry, looked up): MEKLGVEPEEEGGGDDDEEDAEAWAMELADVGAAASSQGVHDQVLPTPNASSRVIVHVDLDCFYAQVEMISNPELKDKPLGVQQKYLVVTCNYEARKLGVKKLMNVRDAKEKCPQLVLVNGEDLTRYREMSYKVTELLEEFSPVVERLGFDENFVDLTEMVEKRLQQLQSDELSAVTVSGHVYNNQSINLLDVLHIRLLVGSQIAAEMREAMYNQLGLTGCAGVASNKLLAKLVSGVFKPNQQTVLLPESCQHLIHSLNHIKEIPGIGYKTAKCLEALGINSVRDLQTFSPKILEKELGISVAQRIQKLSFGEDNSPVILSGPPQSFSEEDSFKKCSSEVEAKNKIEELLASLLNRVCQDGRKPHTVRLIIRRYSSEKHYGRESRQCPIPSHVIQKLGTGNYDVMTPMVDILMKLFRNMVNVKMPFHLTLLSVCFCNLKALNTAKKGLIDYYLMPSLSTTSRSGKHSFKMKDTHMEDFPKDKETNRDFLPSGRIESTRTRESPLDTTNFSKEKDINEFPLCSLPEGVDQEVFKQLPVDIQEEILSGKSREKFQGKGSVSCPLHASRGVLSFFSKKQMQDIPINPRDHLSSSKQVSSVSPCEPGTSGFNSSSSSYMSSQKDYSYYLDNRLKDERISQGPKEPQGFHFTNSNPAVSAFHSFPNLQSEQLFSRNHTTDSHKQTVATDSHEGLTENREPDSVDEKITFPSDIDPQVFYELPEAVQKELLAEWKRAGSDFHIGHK
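Pol iota at 10 nM preincubated 15 min with compounds at room temperature; reaction started with fluorescent substrate, 50 nM final. Fluorescence read kinetically at 0 and 10 min; buffer-only wells as negative control.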
Starred values were filed as active, the others as inactive; ? = inconclusive; · = no result given; & = joins results of further samples; [ ] = another dose, or the depositor's remark. Calls follow the shape of the dose curve; as a rule, active = well fitted curve in the direction sought with a large enough effect; inconclusive = small, poorly fitted or top-dose-only effect, or another doubt; inactive = no such curve, though single readings can be large; an effect the other way counts as inactive or inconclusive. Potency is read from the fitted curve at half-maximal effect. These rows are one share of the data; the hit share may differ from the screen's.

SMILES	POLK inh	Pol beta inh	APEX1 inh	BAZ2B block	JMJD2A Tudor	G9a block	Pol eta inh	BLM inh	Pol iota inh
O=C(O)Cc1ccc(NC(=O)c2ccc(Cl)c(Cl)c2)cc1	-8%	1%	2%	-15%	-17%	14%	1%	2%	9%
O=c1[nH]c(CSc2ncnc3sccc23)nc2cc(C(F)(F)F)ccc12	-5%	4%	4%	13%	10%	16%[59 µM]	-12%	-21%	-13%
Cc1cc(C)cc(NC(=O)c2ccccc2CC[N+](=O)[O-])c1	-15%	-1%	0%	1%	-1%	10%[59 µM]	-9%	-4%	6%
Cc1ccc(-c2nnc(Nc3cccc(Cl)c3)c3ccccc23)cc1S(=O)(=O)N1CCOCC1	8%	12%	·	-3%	-30%	-17%[59 µM]	-16%	-4%	30%
COC(=O)c1ccc(C2C(C(=O)Nc3ccccc3)=C(C)Nc3nc4ccccc4n32)cc1 (stereo unspecified)	-6%	-10%	·	-23%	-17%	-7%[59 µM]	1%	2%	-3%
COCc1ccc(CN2CCc3c([nH]c4ccccc34)C2C(C)(C)C)o1 (stereo unspecified)	-19%	20µM*	-9%	-31%	?	?	-10%	-12%	-10%
O=C(CSCc1ccccc1F)NCc1ccccc1	-12%	12%	22%	0%	-8%	-19%	-20%	5%	85%[activator]
COc1cccc(-c2nc(NCCNC(C)=O)c3ccccc3n2)c1	2%[60.1 µM]	·	?	·	·	5%[0.501 µM]	·	-11%	·
O=c1cc[nH]c2c1ccc1c(=O)cc[nH]c12	?	-23%	20%	-26%	?	45µM*	28µM*	-7%	?
COc1ccc(C(CNC(=O)C(=O)Nc2ccc3c(c2)OCO3)N2CCN(C)CC2)cc1 (stereo unspecified)	4%	·	16%	10%	-6%	-26%[59 µM]	-3%	·	28%
CCC(C)NC(=S)Nc1ccc2nc(N3CCN(CC)CC3)cc(C)c2c1 (stereo unspecified)	-20%	4%	-6%	-25%	-28%	?	-8%	-6%	11%
CCOC(=O)c1cc2c(=O)[nH]ccc2nc1C(F)(F)F	-2%	15%	1%	-4%	-2%	-68%[59 µM]	-17%	-9%	58%[activator]
CCOC(=O)c1c(NC(=O)CCC(=O)O)sc2c1CC(C)(C)OC2	-1%	5%	-5%	-19%	3%	3%	-16%	0%	1%
O=C(O)c1ccc2c(c1)-c1nc3ccccc3n1C2=O	-6%	18%	18%	?	18µM*	40µM*	1%	3%	-10%
COc1cccc(NC(=O)CSc2nncn2-c2ccccn2)c1	-6%	20%	6%	8%	-11%	4%	-14%	-1%	31%[activator]
Cc1ccc(NC(=O)CN2c3cccc4cccc(c34)S2(=O)=O)cc1	-6%	·	-1%	·	-8%	·	-4%	·	16%
CCC1=Nc2cc(C(=O)NCCN3CCCC3)ccc2Sc2ccc(C)cc21	6%	-8%	31%	-32%	?	6%[59 µM]	6%	-9%	6%
Cc1nc2cc(-c3ccccc3)nn2c(C)c1CCC(=O)N1CCN(c2ccc(F)cc2)CC1	-6%	11%	·	-32%	-28%	-11%[59 µM]	-15%	-7%	28%
Cc1ccc(S(C)(=O)=O)cc1C(=O)Nc1cccc(S(=O)(=O)N2CCCCCC2)c1	-4%	·	8%	3%	-21%	0%[2.33 µM]	-14%	·	5%
CCn1c(=O)c2c(nc3n2CC(C)CN3CCc2ccccc2)n(C)c1=O (stereo unspecified)	-9%	-2%	-3%	-37%	-34%	?	4%	0%	4%
Cn1cc(CN2CCC(Oc3ccc(C(=O)N4CCCCC4)cc3)CC2)cn1	-2%	23%	13%	1%	-12%	·	0%	-3%	113%[activator]
O=C(/C=C/c1cccs1)c1ccc(N2CCOCC2)cc1	-5%	15%	-6%	?	-23%	-43%	-6%	-3%	-21%
Cc1ccc(C)c(-n2c(CNC(=O)c3ccco3)nnc2SCC(=O)N2CCc3ccccc32)c1	-4%	-19%	-5%	-8%	-3%	39%[12.7 µM]	-10%	-1%	53%[activator]
O=C(CN1CCC(C(=O)c2cccc(F)c2)CC1)NCc1cccs1	-12%	0%	0%	-1%	-15%	?	-1%	-1%	4%
O=C(N/N=C/c1ccc([N+](=O)[O-])o1)c1cc(-c2cccc(Br)c2)nc2ccccc12	-6%	-2%	-7%	11%[57.1 µM]	?	13%	5%	-11%	?

4 records drawn at random from the list so far, as already listed:
SMILES	POLK inh	Pol beta inh	APEX1 inh	BAZ2B block	JMJD2A Tudor	G9a block	Pol eta inh	BLM inh	Pol iota inh
COc1cccc(-c2nc(NCCNC(C)=O)c3ccccc3n2)c1	2%[60.1 µM]	·	?	·	·	5%[0.501 µM]	·	-11%	·
O=C(O)c1ccc2c(c1)-c1nc3ccccc3n1C2=O	-6%	18%	18%	?	18µM*	40µM*	1%	3%	-10%
Cc1ccc(-c2nnc(Nc3cccc(Cl)c3)c3ccccc23)cc1S(=O)(=O)N1CCOCC1	8%	12%	·	-3%	-30%	-17%[59 µM]	-16%	-4%	30%
Cc1ccc(C)c(-n2c(CNC(=O)c3ccco3)nnc2SCC(=O)N2CCc3ccccc32)c1	-4%	-19%	-5%	-8%	-3%	39%[12.7 µM]	-10%	-1%	53%[activator]

Four entries from above, with each value named.
COc1cccc(NC(=O)CSc2nncn2-c2ccccn2)c1
  POLK inh = -6%
  Pol beta inh = 20%
  APEX1 inh = 6%
  BAZ2B block = 8%
  JMJD2A Tudor = -11%
  G9a block = 4%
  Pol eta inh = -14%
  BLM inh = -1%
  Pol iota inh = 31%[activator]

Cc1ccc(NC(=O)CN2c3cccc4cccc(c34)S2(=O)=O)cc1
  POLK inh = -6%
  Pol beta inh = ·
  APEX1 inh = -1%
  BAZ2B block = ·
  JMJD2A Tudor = -8%
  G9a block = ·
  Pol eta inh = -4%
  BLM inh = ·
  Pol iota inh = 16%

CCC1=Nc2cc(C(=O)NCCN3CCCC3)ccc2Sc2ccc(C)cc21
  POLK inh = 6%
  Pol beta inh = -8%
  APEX1 inh = 31%
  BAZ2B block = -32%
  JMJD2A Tudor = ?
  G9a block = 6%[59 µM]
  Pol eta inh = 6%
  BLM inh = -9%
  Pol iota inh = 6%

Cc1nc2cc(-c3ccccc3)nn2c(C)c1CCC(=O)N1CCN(c2ccc(F)cc2)CC1
  POLK inh = -6%
  Pol beta inh = 11%
  APEX1 inh = ·
  BAZ2B block = -32%
  JMJD2A Tudor = -28%
  G9a block = -11%[59 µM]
  Pol eta inh = -15%
  BLM inh = -7%
  Pol iota inh = 28%

Further results follow:
SMILES	POLK inh	Pol beta inh	APEX1 inh	BAZ2B block	JMJD2A Tudor	G9a block	Pol eta inh	BLM inh	Pol iota inh
CCc1nnc2c(N(C)S(=O)(=O)c3ccc(C)cc3)nc3ccccc3n12	0%	26%	26%	-3%	-10%	-13%	-11%	-2%	26%
Cc1ccc(S(=O)(=O)N(CC(O)Cn2c3ccccc3c3ccccc32)c2cccc(C(=O)NCCO)c2)cc1 (stereo unspecified)	-9%	5%	·	-24%	?	-1%[59 µM]	-17%	-13%	?
CN1CCN(C(=O)c2ccccc2NC(=O)c2ccccc2)CC1	-4%	17%	15%	1%	8%	13%	-7%	2%	50%[activator]
Cc1cccnc1NC(=O)CCCN1C(=O)c2ccccc2C1=O	-8%[60.1 µM]	1%	1%	5%	-25%	?	12%	1%	-3%
COc1cc2c(cc1NC(=O)/C=C/c1cc(OC)c(OC)c(OC)c1)oc1ccccc12	-14%	0%	21%	-33%	-30%[57.1 µM]	-10%[59 µM]	-19%	-5%	0%
c1cncc(-c2ccc3[nH]ccc3c2)c1	-3%	·	-18%	11%	-17%	4%[0.501 µM]	2%	·	-2%
N/C(=N\O)c1ccc(NC(=O)c2ccc(Br)o2)cc1	-1%	?	0%	3%	?	-31%[12.7 µM]	1%	0%	13%
CC(=O)Nc1ccc(NC(=O)C2CCCN2S(=O)(=O)c2cccc3nsnc23)cc1 (stereo unspecified)	9%	18%	4%	-2%	-33%	-22%	-15%	-14%	40%[activator]
COc1ccc(C2/C=C\CN(C(=O)C3CC3)CC(=O)N2Cc2ccc(F)cc2)cc1 (stereo unspecified)	12%&-24%	-2%	-3%&0%	0%	-13%&-21%	24%[59 µM]	-9%	-3%&-2%	9%&-26%
CCCn1c(=O)c2[nH]c(-c3ccccc3)nc2n(CCC)c1=O	1%&-4%[19.4 µM]	·	-1%&17%	·	·	26%[59 µM]	·	-4%	·
CCn1ccnc1CN(C)C(=O)c1cc(COc2ccccc2SC)on1	-8%	9%	18%	?	-34%	?	-22%	-4%	25%
CCCN1CCN(CCCNC(=O)Cn2nc(CC)n3c(cc4occc43)c2=O)CC1	-16%	-2%	·	-18%	-16%	2%[59 µM]	-7%	1%	38%[activator]
CCOC(=O)c1[nH]c2c(c1Cc1ccccc1OC)C(=O)CC(c1ccc(OCC)cc1)C2 (stereo unspecified)	6%	16%	·	-4%	-5%	0%[59 µM]	-17%	0%	38%[activator]
O=c1[nH]c(/C=C/c2ccc(Cl)cc2Cl)c([N+](=O)[O-])c(=O)[nH]1	-14%	32µM*	35%	56µM*	-21%	?	20µM*	-15%	50µM*
O=C(O)CCCn1cc(NC(=O)COc2ccc([N+](=O)[O-])cc2)cn1	-5%	14%	?	9%	-4%	-48%	-20%	-3%	8%
O=C1NC[C@@H](Cc2ccc(O)cc2)N(CCc2cccc3ccccc23)C1=O	-16%	1%	?	-4%	-27%	-13%[59 µM]	-3%	4%	-19%
COc1ccc(/C=C/C(=O)OCC(=O)NCCC2=CCCCC2)cc1	1%	7%	0%	10%	7%	-1%	-18%	-1%	-3%
COc1cccc(NC(=O)CN(C)C(=O)c2cc(-c3ccccc3)nn2-c2ccccc2)c1	-19%	·	-7%	·	-16%	·	-12%	·	1%
O=C(Nc1ccccn1)C12CC3CC(C1)CC(C(=O)Nc1ccccn1)(C3)C2	-8%	-7%	3%	?	-5%[57.1 µM]	-47%	-10%	-1%	22%
O=C1CCNc2c(Cl)cccc21	-1%	0%	?	6%	-8%	·	-1%	64%[activator]	7%
C/C=C/C(=O)OCC(=O)Nc1cc(OC)c([N+](=O)[O-])cc1C	-5%	13%	0%	-8%	-31%	6%	-20%	-1%	157%[activator]
COc1cc(O)c(C(CCN2CCOCC2)c2cc(OC)c(OC)c(OC)c2)c(OC)c1 (stereo unspecified)	-1%&-16%	1%	?	1%	-13%&-15%	23%[59 µM]	-13%	1%&0%	15%&16%

Source: PubChem
